Screening results from PubChem.
KCNH2 WT inh: qHTS for Inhibitors of KCHN2 3.1: Wildtype qHTS | Voltage-gated inwardly rectifying potassium channel KCNH2 (Homo sapiens), Q12809 | U2OS, BacMam KCNH2, thallium flux FluxOr; stronger effect = lower value | activity change, % at 1.84 µM | hit rate 0.37% among 340,000 | AID 720551, 2013;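 active = maximum activity change below -70%; inconclusive = maximum activity change between -70% and -50%; inactive = maximum activity change above -50%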
Target sequence (Q12809 whole entry, looked up): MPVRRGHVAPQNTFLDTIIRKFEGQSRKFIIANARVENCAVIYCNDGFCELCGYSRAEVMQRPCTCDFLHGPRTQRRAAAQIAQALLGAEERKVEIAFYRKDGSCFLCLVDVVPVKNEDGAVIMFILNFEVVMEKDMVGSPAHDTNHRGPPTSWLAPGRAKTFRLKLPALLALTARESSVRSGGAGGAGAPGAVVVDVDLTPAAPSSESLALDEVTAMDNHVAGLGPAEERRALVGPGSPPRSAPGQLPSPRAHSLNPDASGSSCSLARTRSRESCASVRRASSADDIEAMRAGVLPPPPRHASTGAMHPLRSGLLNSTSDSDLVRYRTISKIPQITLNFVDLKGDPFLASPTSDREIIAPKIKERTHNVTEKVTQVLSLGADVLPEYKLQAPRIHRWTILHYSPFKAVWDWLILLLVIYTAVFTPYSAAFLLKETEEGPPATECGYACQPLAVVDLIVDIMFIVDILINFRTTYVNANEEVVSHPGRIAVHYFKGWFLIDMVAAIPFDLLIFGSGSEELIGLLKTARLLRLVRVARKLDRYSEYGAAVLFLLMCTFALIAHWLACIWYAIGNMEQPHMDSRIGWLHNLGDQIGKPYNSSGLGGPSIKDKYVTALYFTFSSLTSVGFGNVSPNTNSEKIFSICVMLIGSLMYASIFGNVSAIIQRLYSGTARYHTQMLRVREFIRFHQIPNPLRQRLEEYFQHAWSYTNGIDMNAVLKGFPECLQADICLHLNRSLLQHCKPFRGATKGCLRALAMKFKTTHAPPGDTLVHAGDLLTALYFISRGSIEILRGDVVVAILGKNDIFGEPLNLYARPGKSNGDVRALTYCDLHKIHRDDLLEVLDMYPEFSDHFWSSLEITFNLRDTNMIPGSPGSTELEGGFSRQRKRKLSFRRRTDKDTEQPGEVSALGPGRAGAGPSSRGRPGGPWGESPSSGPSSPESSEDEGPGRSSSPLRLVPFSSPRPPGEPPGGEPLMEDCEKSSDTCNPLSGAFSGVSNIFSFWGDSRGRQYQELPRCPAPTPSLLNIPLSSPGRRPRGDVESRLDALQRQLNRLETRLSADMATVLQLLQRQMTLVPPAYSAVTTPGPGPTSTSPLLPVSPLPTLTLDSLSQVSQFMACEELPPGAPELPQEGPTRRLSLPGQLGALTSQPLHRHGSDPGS
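U2OS cells transduced with wild-type KCNH2 virus are loaded with FluxOr dye for 45 min, and thallium flux is measured in kinetic reads before and after stimulation buffer. Rate constants are normalized to DMSO controls.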
Integrin act MD: qHTS for Activators of Integrin-Mediated Alleviation for Muscular Dystrophy. Potency, µM (series often up to 38.3 µM), inactives show at the top dose activation, actives largely listed as activators. AID 624291, 2012. hit rate 0.064% among 350,000. alpha7betagal myoblasts, beta-gal FDG fluorescence, 48 h; active = well fitted activation curve with a large enough effect; inconclusive = small, poorly fitted or top-dose-only effect; inactive = no such curve, though single readings can be large or run the other way;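 also: potency is read from the fitted curve at half-maximal effect; 100% = response of the positive control SU9516; nearly all actives have a fitted effect of over 60% in size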
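alpha7betagal+/- myoblasts (passage 13, 250/well) treated 48 h at 37C with compounds at 1:260 dilution of DMSO stock. Lysed, then beta-galactosidase activity read as FDG fluorescence (ex 480/em 540) after 30 min, with pre-read for autofluorescence.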
KCNH2 3.1 inh: qHTS for Inhibitors of KCHN2 3.1: Mutant qHTS. hit rate 0.95% among 340,000. U2OS KCNH2 3.1, thallium flux FluxOr; stronger effect = lower value. activity change, % (tested at about 1.8 µM). Potassium voltage-gated channel subfamily H member 2, brain isoform KCNH2 3.1 (human);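 active = maximum activity change below -70%; inconclusive = maximum activity change from -70% to -50%; inactive = maximum activity change above -50%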;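 also: thallium influx rate constant from kinetic fluorescence after stimulation buffer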
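We transduce U2OS cells with the mutant 3.1 virus, culture them overnight, load FluxOr with Red40 quencher for 45 min, then add stimulation buffer and read kinetically for 2 min to derive a normalized rate constant.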
* = called active by the depositor; ? = inconclusive; [ ] = dose if it differs, or a comment. Unless noted, % is scaled to controls: 0 for no effect and ±100 for the full control effect. This is a subset; the hit share may differ from the screen's.

1	CN1C(=O)[C@H]2[C@@H](c3ccc(C(F)(F)F)cc3)N[C@]3(CCCN(Cc4ccc(F)cc4)C3=O)[C@H]2C1=O
2	O=S(=O)(NC1CCCC1)c1ccc(F)cc1F
3	CCOC(=O)C1=C(C)NC(C)=C(C(=O)OCC)C1c1ccncc1
4	N#CC(Cc1cccs1)c1nc2ccccc2[nH]1 (centres undefined)
5	C=CCn1c(SCC(=O)N2CCN(C(=O)OCC)CC2)nc2c([nH]c3ccccc32)c1=O
6	C[C@H]1CN([C@@H](C)CO)C(=O)CCCn2nncc2CO[C@@H]1CN(C)S(=O)(=O)c1cccc(C#N)c1
7	O=C(c1cccs1)N1C[C@@H](n2cc(C3CC3)nn2)[C@H](O)C[C@@H]1c1ccc(Cl)cc1
8	COc1ccc(CC(=O)Nc2ccc(S(=O)(=O)Nc3cc(C)nc(C)n3)cc2)cc1OC

assay / entry	1	2	3	4	5	6	7	8
KCNH2 WT inh	-9	8	-2	-12	9	-10	5	-9
Integrin act MD	3%	8%	-3%	-24%	-30%	13%	11%	-13%
KCNH2 3.1 inh	8	-6	9	-20	-16	-4	-7	-47

9	O=C(c1ccoc1)N1CCN(c2cc(-c3cccc(F)c3)nc3cc(-c4cccc(Cl)c4)nn23)CC1
10	Cc1onc(-c2ccccc2)c1C(=O)NC1CCCCC1C (centres undefined)
11	O=C(O)c1cocc1C(=O)O
12	CCOC(=O)c1ccc(NC(=O)c2ncn3c2C(=O)NC[C@@H]3C)cc1
13	COc1ccc(NC(=O)CN2C(=O)NC(C)(c3ccccc3)C2=O)cn1 (centres undefined)
14	COc1ccc(C)cc1N1CC(C(=O)Nc2cccc(C(=O)NC3CC3)c2)CC1=O (centres undefined)
15	Cc1ccccc1C(=O)NNS(=O)(=O)c1ccc(F)cc1
16	O=C(COC(=O)c1cc(F)c(F)cc1Cl)NC1CCCCCC1

assay / entry	9	10	11	12	13	14	15	16
KCNH2 WT inh	3	-3	8	0	-4	-16	11	19
Integrin act MD	27%	2%	15%	?	-11%	14%	3%	5%
KCNH2 3.1 inh	1	1	3	9	-3	-24	0	6

17	Cn1c(N)c(C(=O)COC(=O)C2Cc3ccccc3CN2S(C)(=O)=O)c(=O)n(C)c1=O (centres undefined)
18	CC(C)c1nc(SCC(=O)N2CCCCC2)c2c(=O)n(C)c(=O)n(C)c2n1
19	COc1ccc(C(=O)c2ccccc2)cc1CN1CCOCC1
20	Nc1ccc(N2N=C(N3CCCC3)CC2=O)cc1
21	O=C(NCc1ccc(Cl)cc1)N1CCN(C(=O)c2ccccc2)CC1
22	CN(C)S(=O)(=O)c1cccc(NC(=O)COc2ccccc2C(=O)Nc2ccccc2)c1
23	O=C(Oc1ccc[nH]c1=O)C1CC1
24	COc1cc(/C=N/NC(=O)c2ccc3nc[nH]c3c2)cc(OC)c1OC(C)=O

assay / entry	17	18	19	20	21	22	23	24
KCNH2 WT inh	6	7	-4	10	-12	3	11	0
Integrin act MD	-13%	-13%	20%	-10%	26%	-15%	-6%	4%
KCNH2 3.1 inh	3	-3	3	16	-7	-4	17	0

25	COc1ccc(NC2CCCN(C(=O)C3=NNC(=O)CC3)C2)cc1 (centres undefined)
26	Cc1c([N+](=O)[O-])oc2c1C(=O)NCCC2
27	Cc1ccc(CN2CCC[C@]3(N[C@H](c4ccccc4)[C@@H]4C(=O)N(C)C(=O)[C@@H]43)C2=O)cc1
28	O=C(Cc1ccccc1F)Nc1cccc(S(=O)(=O)N2CCCCC2)c1
29	CCCCn1c(N)c(N(CC)C(=O)CN2C(=O)NC(C)(c3ccccc3)C2=O)c(=O)[nH]c1=O (centres undefined)
30	CCCCN1C[C@H](CSC)[C@@H](CC(=O)Nc2ccc(OC)cc2)C1=O
31	COCC(=O)Nc1ccc2c(c1)[C@@H]1C[C@H](CC(=O)OC)O[C@H](CO)[C@@H]1O2
32	Cc1c(NC(=O)COC(=O)c2cccc(F)c2)c(=O)n(-c2ccccc2)n1C

assay / entry	25	26	27	28	29	30	31	32
KCNH2 WT inh	-5	0	12	-13	-2	6	-3	-12
Integrin act MD	6%	10%	-8%	-10%	33%	10%	-17%	3%
KCNH2 3.1 inh	1	-1	22	-26	1	-2	-29	-5

33	CCCn1c(C)cc(C(=O)CN2C(=O)NC3(CCCCCC3)C2=O)c1C
34	c1ccc2c(c1)Sc1cnccc1N2CC1CO1 (centres undefined)
35	O=C(OCc1cn([C@H]2C[C@H](c3ccc(Cl)cc3)N(Cc3cccs3)C[C@@H]2O)nn1)c1ccccc1
36	CC1(c2cccc(Br)c2)NC(=O)N(CC(=O)NCCC2=CCCCC2)C1=O (centres undefined)
37	NC(=O)C1CCN(C(=O)c2ccc(Cl)c(S(=O)(=O)N3CCc4ccccc43)c2)CC1
38	CCC(C(=O)NC(C)(C)C)N(Cc1ccc(OC)cc1)C(=O)c1snc(C(N)=O)c1N (centres undefined)
39	Cc1noc(C)c1NC(=O)N(C)C[C@@H]1OCc2cnnn2CCCC(=O)N([C@@H](C)CO)C[C@H]1C
40	C[C@@H]1CN([C@@H](C)CO)C(=O)CCCn2nncc2CO[C@H]1CN(C)C(=O)C1CCCCC1

assay / entry	33	34	35	36	37	38	39	40
KCNH2 WT inh	7	2	14	16	3	0	-1	-1
Integrin act MD	-25%	-16%	-6%	4%	-2%	4%	3%	9%
KCNH2 3.1 inh	-4	-1	-25	-3	8	0	0	-1

41	C[C@H](CO)N1C[C@H](C)[C@@H](CN(C)C(=O)NC2CCCCC2)Oc2ncc(Br)cc2C1=O
42	COc1ccc(S(=O)(=O)N2CCC(C(=O)NCCC(=O)Nc3ccccc3OC)CC2)cc1
43	CC1CCc2sc(C(=O)NN=C3CCCC3)cc2C1 (centres undefined)
44	Cc1ccccc1C(C)(O)c1cnc(C)n1Cc1ccccc1 (centres undefined)
45	Cc1ccc2nc(SCC(=O)N3N=C(c4cccs4)CC3c3ccc(F)cc3)nc(=O)n2c1 (centres undefined)
46	CCCCCC(=O)OCc1ccc(C2=CC(=O)CC(C)(C)C2=O)cc1
47	Cc1cc(NC(=O)CSCC(=O)OCC(=O)c2ccc(Br)cc2)no1
48	CCc1ccc(C#CC2=CC(=O)CC(C)(C)C2)cc1

assay / entry	41	42	43	44	45	46	47	48
KCNH2 WT inh	7	-11	3	6	-4	0	-2	11
Integrin act MD	9%	-7%	-3%	-1%	-22%	-4%	-13%	-39%
KCNH2 3.1 inh	7	7	4	1	-15	2	-16	9

49	COc1ccc2ccccc2c1C=NN1CCCCC1
50	COc1ccc(S(=O)(=O)N2CCC(C(=O)N[C@H](C(=O)NCc3ccccc3)C(C)C)CC2)cc1
51	Cc1cn([C@H]2C[C@H](O)[C@@H](CNCc3ccccc3OCCCN3CCOCC3)O2)c(=O)[nH]c1=O
52	CCOC(=O)CCCCCC(=O)Nc1ccc2c(c1)C(=O)N([C@H](C)CO)C[C@H](C)[C@H](CN(C)C(=O)C1CCCCC1)OCCCC[C@@H](C)O2
53	C[C@H]1CCCCO[C@H](CN(C)CC2CCCCC2)[C@@H](C)CN([C@@H](C)CO)C(=O)c2cc(NS(=O)(=O)c3ccccc3)ccc2O1
54	O=C(O)C1C=CC(C(=O)O)c2ccccc21 (centres undefined)
55	Cc1[nH]c2ccccc2c1C(=O)C(=O)NCc1nnnn1-c1ccc(F)c(F)c1
56	COc1cc(C=C2CN(C)C(=O)C2=O)ccc1O

assay / entry	49	50	51	52	53	54	55	56
KCNH2 WT inh	-3	2	16	7	13	-8	-12	13
Integrin act MD	-19%	2%	-25%	24%	-51%[inhibitor]	7%	10%	-13%
KCNH2 3.1 inh	-3	3	16	4	9	3	3	4

57	COc1cccc(/C=N/NC(=O)c2nnn(-c3nonc3N)c2CN(C)C2CCCCC2)c1
58	CCN(CC(=O)Nc1ccc(NC(C)=O)cc1)C(=O)C1(c2ccc(Cl)cc2)CCC1
59	CCCc1c(C(=O)N/N=C(\C)c2ccccc2O)nnn1-c1nonc1N
60	CCC1(c2ccccc2)NC(=O)N(CC(=O)Nc2ccc3c(c2)CCC3)C1=O (centres undefined)
61	COc1cccc(C(=O)NNS(=O)(=O)c2ccccc2)c1
62	O=C(O)c1c2c(nc3ccc(S(=O)(=O)N4CCC(C(=O)NCc5ccccc5)CC4)cc13)CCCC2
63	CC1CC(=O)Nc2ccccc2N1C(=O)COc1ccccc1C(N)=O (centres undefined)
64	C[C@@H]1CCCCO[C@@H](CN(C)C(=O)CCC(F)(F)F)[C@@H](C)CN([C@H](C)CO)C(=O)c2cc(N(C)C)ccc2O1

assay / entry	57	58	59	60	61	62	63	64
KCNH2 WT inh	15	3	5	-10	-1	-4	26	-12
Integrin act MD	8%	-22%	-22%	-6%	-20%	19%	13%	15%
KCNH2 3.1 inh	-17	28	4	10	-1	9	6	35

65	CCN(C(=O)c1cc(OC)c(OC)c(OC)c1)C1CCCCC1
66	C[C@@H]1CN([C@@H](C)CO)C(=O)CCCn2nncc2CO[C@H]1CN(C)C(=O)Nc1ccc(N2CCCCC2)cc1
67	COc1ccc(OCC(=O)N2CCc3ccccc32)c([N+](=O)[O-])c1
68	O=C(COC(=O)c1ccccc1)NCC1COc2ccccc2O1 (centres undefined)
69	COc1ccc(CSc2n[nH]c(=O)[nH]c2=O)cc1
70	Cc1ccc(S(=O)(=O)N(C)C[C@@H]2OCCCC[C@@H](C)Oc3ccc(NS(=O)(=O)c4c(C)noc4C)cc3C(=O)N([C@H](C)CO)C[C@@H]2C)cc1
71	CCC1NC(=O)c2cccnc2-n2c1nc1ccc(F)cc1c2=O (centres undefined)
72	Cc1ccc(S(=O)(=O)N2CCOCC2)cc1NC(=O)COC(=O)c1ccco1

assay / entry	65	66	67	68	69	70	71	72
KCNH2 WT inh	-1	-20	17	-246*	1	1	-3	-2
Integrin act MD	14%	23%	3%	-12%	1%	-23%	19%	13%
KCNH2 3.1 inh	9	-1	0	4	-1	-10	-6	7

73	CCc1ccccc1NC(=O)CCC(=O)N1CCN(C(C)=O)CC1
74	COc1ccc(CNC(=O)C2CCC(=O)N(C3CCCCCC3)C2)c(OC)c1 (centres undefined)
75	Cc1ccc(C(=O)N(CC(=O)NC2CCCC2)c2ccccc2F)s1
76	CC(=O)Oc1ccc2c(c1)C(=O)CCCCCC(=O)O2
77	Cc1ccc(F)cc1NC(=O)COC(=O)C1CC2CCCC(C1)C2=O (centres undefined)
78	Cc1ccc(S(=O)(=O)N2CCC(C(=O)OCC(=O)N(Cc3ccccc3)C(C)C)CC2)cc1C
79	CC(C)(C)OC(=O)N1CCc2onc(-c3ccc(Br)cc3)c2C1=O
80	N#Cc1ccccc1COC(=O)c1cc(S(=O)(=O)N2CCOCC2)ccc1F

assay / entry	73	74	75	76	77	78	79	80
KCNH2 WT inh	10	-2	5	15	-1	-3	-2	-2
Integrin act MD	-5%	-11%	6%	26%	0%	-8%	3%	0%
KCNH2 3.1 inh	13	17	-3	-6	-27	-8	2	-2

81	CSc1ncccc1C(=O)OCC(=O)N(C)Cc1ccc(C)cc1
82	COc1ccc(-c2nc(S(=O)(=O)c3ccccc3)c(N3CCN(C)CC3)o2)cc1
83	O=S(=O)(NCc1ccncc1)c1ccc(F)c(F)c1
84	O=c1[nH]c2cc([N+](=O)[O-])cc(Cl)c2c2ccccc12
85	CCCCN1C[C@H](C)[C@@H](CC(=O)NC)C1=O

assay / entry	81	82	83	84	85
KCNH2 WT inh	-40	14	1	7	1
Integrin act MD	-8%	27%	-24%	4%	5%
KCNH2 3.1 inh	-4	6	-5	7	1
